A3G deaminase: inhibitors of human APOBEC3G DNA deaminase. 330,000 tested, 0.28% active. inhibition, % at 20 µM. recombinant A3G, ssDNA deamination FAM/TAMRA fluorescence. Q9HC16;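 active = inhibition of at least 40% at 20 µM, with no more than 30% in the related APOBEC3A deaminase screen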;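 also: plate controls were DMSO wells with A3G for no effect and wells lacking A3G enzyme for full effect; some compounds called inactive have numbers as strong as hits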
Target sequence (Q9HC16 whole entry, looked up): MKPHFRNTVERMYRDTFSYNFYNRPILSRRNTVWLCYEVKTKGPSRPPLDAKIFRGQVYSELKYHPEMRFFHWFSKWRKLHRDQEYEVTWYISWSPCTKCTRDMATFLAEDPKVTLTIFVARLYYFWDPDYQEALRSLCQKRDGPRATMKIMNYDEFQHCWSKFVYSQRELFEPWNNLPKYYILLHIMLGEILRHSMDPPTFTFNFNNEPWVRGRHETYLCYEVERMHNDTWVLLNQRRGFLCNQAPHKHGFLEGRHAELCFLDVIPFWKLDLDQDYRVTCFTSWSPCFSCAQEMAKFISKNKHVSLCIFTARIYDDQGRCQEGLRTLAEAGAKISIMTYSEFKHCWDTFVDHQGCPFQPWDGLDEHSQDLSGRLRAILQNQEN
UBC13 polyUb: blocks human UBC13 polyubiquitin chain formation. AID 485273. inhibition, % at 20 µM. TR-FRET. 330,000 tested, 0.47% active. P61088; in the data active = inhibition above about 45%, passing the limit was not always enough
Apaf1 inhib: human Apaf-1 inhibition. O14727. reconstituted apoptosome caspase-3 activity, DEVD-Rh110 fluorescence. inhibition, % at 20 µM. 330,000 tested, 0.71% active; active = inhibition of at least 40% at 20 µM;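 also: plate controls were DMSO wells for no effect and DEVD-CHO caspase inhibitor wells for full effect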
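Assay system: Apoptosome proteins | Medium: pH 7.5 Hepes buffer with CHAPS, BSA, DTT | Also added: Cytochrome c and DEVD-Rh110 substrate | Times: 30 min plus 50 min, RT | Detection: Rhodamine 110 fluorescence at Ex 480/Em 540 nm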
SENP8 block-1: inhibitors of human SENP8 protease | Q96LD8 | purified SENP8, Z-RLRGG-aminoluciferin cleavage, luminescence | inhibition, % at 10 µM | 330,000 tested, 1.2% active | AID 2540; in the data active = inhibition above about 50%
SENP6 block: SENP6 protease inhibition. Q9GZR1. Recombinant SENP6 catalytic domain, aminoluciferin luminescence. inhibition, % at 10 µM. 330,000 tested, 1.8% active;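 active = inhibition above about 50% at the single tested dose, limit read from the data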;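 also: plate controls were DMSO wells with enzyme for no effect and DMSO wells lacking enzyme for full effect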
SENP7 inh: blocks the human protease SENP7 | recombinant SENP7, Z-RLRGG-aminoluciferin luminescence, 40 min | inhibition, % at 5 µM | 330,000 tested, 1.5% active;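 active = inhibition above about 50% at the single test dose, limit read from the data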;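 also: plate controls were DMSO with enzyme for no effect and no enzyme buffer wells for full effect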
SENP1 inh: blocks the human SENP1 SUMO protease catalytic domain. recombinant SENP1 catalytic domain, CyPet-SUMO1-YPet FRET cleavage. inhibition, % at 10 µM. 360,000 tested, 0.21% active;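 active = inhibition at least 30% at 10 µM, raw YFP signal under a set limit, fluorescence ratio 0.5 to 1.5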;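 also: 0% = enzyme with DMSO and 100% = no enzyme wells; some results filed as inactive read as strong as hits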
Target sequence (Q9P0U3 419-644 limits assumed): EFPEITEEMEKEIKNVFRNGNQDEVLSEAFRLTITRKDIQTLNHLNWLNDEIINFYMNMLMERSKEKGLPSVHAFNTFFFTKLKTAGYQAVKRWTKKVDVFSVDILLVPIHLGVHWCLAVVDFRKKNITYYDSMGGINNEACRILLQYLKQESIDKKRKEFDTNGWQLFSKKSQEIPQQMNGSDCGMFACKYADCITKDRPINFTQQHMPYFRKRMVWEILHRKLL
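Test system: hSENP1 catalytic domain, recombinant; Amount: 20 pM final SENP1 enzyme; Medium: Tris pH 8 buffer plus EDTA, NaCl, BME, BSA, NP40, catalase; Schedule: 50 min enzyme reaction, room temperature, light-protected; Technique: FRET fluorescence in CFP and YFP emission channels; Controls: no-enzyme wells low, DMSO-plus-enzyme wells high control.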
SENP8 block-2: blocks human SENP8 cleavage of Nedd8 substrate | Q96LD8 | recombinant SENP8, Nedd8 substrate fluorescence | inhibition, % at 20 µM | 360,000 tested, 0.64% active | AID 602440; in the data active = inhibition mostly above about 40%, no sharp cut-off; inactive = mostly below about 27%
The depositor's hits bear a star. Compounds as they come; any-hit rate near 3.6%.

Preview (two entries):
SMILES	A3G deaminase	UBC13 polyUb	Apaf1 inhib	SENP8 block-1	SENP6 block	SENP7 inh	SENP1 inh	SENP8 block-2
CCOc1cc(C(=S)N2CCCC2)ccc1OC	-7	-1	-2	-2	5	2	-1	12
COc1ccc(/C=C(\NC(=O)c2ccc(Cl)cc2)C(=O)NCC2CCCO2)cc1OC (stereo unspecified)	-6	-9	2	-3	-8	-9	-1	5

Main list, from the first entry:
SMILES	A3G deaminase	UBC13 polyUb	Apaf1 inhib	SENP8 block-1	SENP6 block	SENP7 inh	SENP1 inh	SENP8 block-2
CCOc1cc(C(=S)N2CCCC2)ccc1OC	-7	-1	-2	-2	5	2	-1	12
COc1ccc(/C=C(\NC(=O)c2ccc(Cl)cc2)C(=O)NCC2CCCO2)cc1OC (stereo unspecified)	-6	-9	2	-3	-8	-9	-1	5
COc1cccc(CN2CCN(c3nc4nonc4nc3N3CCCCC3)CC2=O)c1	1	-8	-10	-6	-18	-7	1	26
CCCc1ncc(C(O)(c2ccccc2)c2ccc(C)cc2)n1C (stereo unspecified)	-5	1	7	-6	0	-13	0	21
O=[N+]([O-])c1cccc(/C=C/c2nc(C=Nc3ccc4ccccc4c3)c(O)o2)c1	-6	-49	-1	-1	21	-1	2	8
CC12CS(=O)(=O)CC1SC(=S)N2c1ccccn1 (stereo unspecified)	1	-6	-19	3	-7	7	3	15
Fc1ccc(-n2nnc(-c3cnc4ccccc4c3)n2)cc1	-8	0	12	80*	93*	96*	-2	12
CCOc1ccc2c(c1)c1nnc(SCC3CCCO3)nc1n2C (stereo unspecified)	0	-24	12	-9	-36	-4	2	28
CCOC(=O)c1c(S(=O)(=O)N2c3ccccc3CC2C)c(C)n(C)c1C (stereo unspecified)	-4	3	-3	5	-1	-7	1	6
CC1CCN(c2c(NCC3CCC(C(=O)NCc4ccccc4)CC3)c(=O)c2=O)CC1 (stereo unspecified)	0	6	7	-2	-2	8	0	17
CCOC(=O)C1CCCN(CCC(=O)Nc2ccccc2C)C1 (stereo unspecified)	-7	3	-7	2	-8	3	2	9
COc1ccccc1-n1c([S-])c(C(=O)Nc2ccccc2C(F)(F)F)[n+]2ccc(C(=O)NCCO)cc12	-3	9	2	9	19	-1	-25	-190
Nc1nc(Nc2cccc(Cl)c2)nc(NCc2ccco2)c1[N+](=O)[O-]	-1	7	15	-4	3	4	-14	20
Cc1ccc(-c2cc(-c3ccccc3)nc(N/N=C/c3cccnc3)n2)cc1	0	-13	17	-9	-7	-6	-6	-203
Cc1[nH]c2ccccc2c1C(=O)CN1CCN(C/C=C/c2ccccc2)CC1	7	4	6	11	10	16	-2	18

Single records (already shown). Values in the order: A3G deaminase	UBC13 polyUb	Apaf1 inhib	SENP8 block-1	SENP6 block	SENP7 inh	SENP1 inh	SENP8 block-2
Profile of COc1ccc(/C=C(\NC(=O)c2ccc(Cl)cc2)C(=O)NCC2CCCO2)cc1OC (stereo unspecified) → -6	-9	2	-3	-8	-9	-1	5
Profile of Cc1[nH]c2ccccc2c1C(=O)CN1CCN(C/C=C/c2ccccc2)CC1 → 7	4	6	11	10	16	-2	18
Profile of COc1cccc(CN2CCN(c3nc4nonc4nc3N3CCCCC3)CC2=O)c1 → 1	-8	-10	-6	-18	-7	1	26

3 compounds already listed, ordered by molecular weight, rising:
SMILES	A3G deaminase	UBC13 polyUb	Apaf1 inhib	SENP8 block-1	SENP6 block	SENP7 inh	SENP1 inh	SENP8 block-2
CCOC(=O)C1CCCN(CCC(=O)Nc2ccccc2C)C1 (stereo unspecified)	-7	3	-7	2	-8	3	2	9
CCCc1ncc(C(O)(c2ccccc2)c2ccc(C)cc2)n1C (stereo unspecified)	-5	1	7	-6	0	-13	0	21
COc1cccc(CN2CCN(c3nc4nonc4nc3N3CCCCC3)CC2=O)c1	1	-8	-10	-6	-18	-7	1	26

(next part)
SMILES	A3G deaminase	UBC13 polyUb	Apaf1 inhib	SENP8 block-1	SENP6 block	SENP7 inh	SENP1 inh	SENP8 block-2
Cc1ccccc1S(=O)(=O)N1CC(C(=O)O)=CC[C@H]1c1ccc(Cl)cc1	-6	-7	-1	7	0	-4	-1	3
COc1ccc(NC(=O)CN(C)C(=O)C2=NN(c3ccccc3)C(=O)CC2)cc1	-5	1	-6	-3	15	3	1	2
Cc1cccc(C(=O)Nc2sc(C(=O)N3CCCC3)c(C)c2C#N)c1	-1	-2	-1	0	-17	1	-44	-43
Cc1ccc(NC(=O)CSc2nnc(Cc3ccccc3)o2)cc1	0	7	1	0	-2	-4	2	15
CN1CCN(CCCNC(=O)c2ccc(CS(=O)(=O)c3ccc(Br)cc3)o2)CC1	-9	5	7	-12	-23	-8	1	4
COc1ccc(Cn2c(=O)sc3ccccc3c2=O)cc1	-5	15	5	11	-3	2	3	15
Cc1ccc(S(=O)(=O)NCc2ccc(C(=O)N3CCc4ccccc4C3)cc2)cc1	-8	-2	21	-5	-6	-7	1	9
Cc1cccc(-c2nnc(SCC(=O)N3c4ccccc4CCc4ccccc43)n2C)c1	-4	5	6	-1	1	-1	-2	6
CCCCOc1ccc(C(=O)NCC(=O)N2CC(C)CC(C)C2)cc1 (stereo unspecified)	-1	17	38	7	15	-3	1	9
O=C(COc1ccccc1[N+](=O)[O-])Nc1cccc(Cl)c1N1CCOCC1	-5	12	10	-7	8	-6	5	8
Cn1c(/C=C/c2ccccc2)nc2ccccc2c1=O	-6	-12	9	-11	-13	-6	2	1
CN(C)c1ccc(C2Nc3ccccc3C(=O)N2NS(=O)(=O)c2ccccc2)cc1 (stereo unspecified)	9	-5	-3	-1	-9	1	1	-116
Cc1cc2c(cc1C)NC(CC(=O)NCc1ccccc1)C(=O)N2 (stereo unspecified)	-2	-13	2	9	-1	-5	-56	-276
CCOC(=O)c1c(-c2ccc(C)cc2)csc1NC(=O)c1cccc(N2C(=O)CCC2=O)c1	-2	34	16	-14	-16	-8	2	-284
CCN(CC(=O)Nc1cc(S(=O)(=O)N2CCOCC2)ccc1C)Cc1ccccc1	-4	-1	14	8	6	4	1	-3

Sorted by value in A3G deaminase (falling): some entries from above.
structure | A3G deaminase
COc1cccc(CN2CCN(c3nc4nonc4nc3N3CCCCC3)CC2=O)c1 | 1
CCCCOc1ccc(C(=O)NCC(=O)N2CC(C)CC(C)C2)cc1 (stereo unspecified) | -1
COc1ccc(Cn2c(=O)sc3ccccc3c2=O)cc1 | -5
O=[N+]([O-])c1cccc(/C=C/c2nc(C=Nc3ccc4ccccc4c3)c(O)o2)c1 | -6
CN1CCN(CCCNC(=O)c2ccc(CS(=O)(=O)c3ccc(Br)cc3)o2)CC1 | -9
